N370S GC – N370S glucocerebrosidase modulation, Gaucher chaperone candidate; P04062; N370S GC spleen homogenate, 4MU-glucoside fluorescence; Potency, µM (series often up to 59.4 µM), for inactives: at the highest dose activity change, negative = inhibition, hits mostly inhibitors; 330,000 tested, 0.092% active;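 note: 0% = full enzyme activity and -100% = no enzyme basal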
FEN1 inh – blocks human flap endonuclease 1 | 390,000 tested, 0.35% active | Potency, µM (top dose mostly 114 µM), for the others: at the top dose activity change, negative = inhibition, usual class: inhibitors | Recombinant FEN1 flap cleavage, fluorescence, 15 min; note: nearly all actives have a fitted effect of over 65% in size
Target sequence (P39748 whole entry, looked up): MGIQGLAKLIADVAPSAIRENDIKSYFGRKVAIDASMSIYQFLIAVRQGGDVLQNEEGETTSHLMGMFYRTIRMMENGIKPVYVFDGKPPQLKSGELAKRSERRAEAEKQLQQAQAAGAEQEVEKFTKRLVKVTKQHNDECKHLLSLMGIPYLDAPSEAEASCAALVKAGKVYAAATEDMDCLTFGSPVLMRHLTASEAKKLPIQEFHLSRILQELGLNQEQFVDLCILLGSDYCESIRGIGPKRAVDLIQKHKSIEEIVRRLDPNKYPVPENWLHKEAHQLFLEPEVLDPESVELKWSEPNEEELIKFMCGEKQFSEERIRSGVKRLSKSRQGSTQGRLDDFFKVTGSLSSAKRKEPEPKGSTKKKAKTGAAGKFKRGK
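FEN1 at 10 nM, compound pretreatment for 15 min (room temperature), 50 nM final substrate to initiate; endpoint reads at 0 and 15 min; DMSO-only plates used as vehicle background.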
GCN5L2 inh – blocks human GCN5L2 histone acetyltransferase. Q92830. GCN5L2 HAT assay, ThioGlo1 CoA-SH fluorescence. Potency, µM (doses to about 58.9 µM), for the others: at the top dose activity change, negative = inhibition, hits mostly inhibitors. 390,000 tested, 0.21% active. AID 504327
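GCN5L2 (20 nM) in 50mM HEPES pH 7.5, 0.1mM EDTA, 0.01% Tween-20 preincubated 15 min with compounds at room temperature. Reaction started with H3(1-25) 75uM, acetyl-CoA 70uM, ThioGlo1 50uM; CoA-thiol fluorescence (Ex340/Em540) read at 0 and 20 min.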
* marks the source's active call; other numbers are inactive results; ? = inconclusive; / = no result given; & = joins results of further samples. Calls come from the whole dose curve; as a rule, active = well fitted curve in the direction sought with a large enough effect; inconclusive = small, poorly fitted or top-dose-only effect, or another doubt; inactive = no such curve, though single readings can be large; an effect the other way counts as inactive or inconclusive. Unless noted, % is set by controls: 0 for no effect and ±100 for the full control effect; potency is the fitted concentration of half-maximal effect.

structure	N370S GC	FEN1 inh	GCN5L2 inh
COc1ccc(NC2=C(C(C)=O)C(c3ccc(OC)c(OC)c3)C(C(C)=O)C(C)(O)C2)cc1 (stereo not drawn)	0.0%	-16.3%	-3.0%
Cc1cccc(C(=O)OC(C)C(=O)NC2CCCc3ccccc32)c1O (stereo not drawn)	-2.5%	0.6%	-4.9%
CCCCn1cnc2cc(NCc3cccc(OC)c3O)ccc21	-0.2%	-7.5%	-2.4%
COc1ccc(CN2C(=O)c3cccnc3C2=O)cc1S(=O)(=O)NCc1ccc(C)cc1	-4.6%	-2.0%	-12.7%
O=S1(=O)N=C(N(CCO)/N=C/c2ccccc2)c2ccccc21	-3.6%	1.3%	-11.8%
Cc1ccsc1C(=O)OCC(=O)c1cc2ccccc2o1	10.6%	-4.2%	-7.9%
Cc1cc(Cl)cc(C)c1OCC(=O)N1CCN(c2ncccn2)CC1	/	12.0%	-5.5%
CC(C)OCCCNC(=O)C1CC(=O)N(C2CCCCCCC2)C1 (stereo not drawn)	6.8%	-3.4%	1.9%
CC(NC(=O)/C(C#N)=C/c1cccs1)c1ccccc1 (stereo not drawn)	-5.9%	-2.4%	-5.1%
Cc1cc(NC(=O)Cc2ccccc2[N+](=O)[O-])no1	0.9%	1.3%	-6.0%

Additional results follow.
structure	N370S GC	FEN1 inh	GCN5L2 inh
N#C/C(=C\c1c(N2CCN(c3ccccc3)CC2)nc2ccccn2c1=O)C(N)=O	?	-8.8%	-12.5%
CCCCNC(=O)C(=O)N/N=C/c1ccc(OCC(=O)Nc2cccc(OC)c2)c(OC)c1	19.5%	-4.3%	-4.1%
Clc1ccccc1OCCCCn1ccnc1	-2.9%	-14.2%	-1.1%
COc1ccc(Cn2c(=N)c(C(=O)NC3CCCCC3)cc3c(=O)n4ccccc4nc32)cc1	-0.6%	-0.1%	-26.0%
CCOC(=O)CCn1cnc2onc(-c3cc(OC)ccc3Cl)c2c1=O	/	-10.0%	2.9%
O=C(Nc1cc2c(cc1Br)OCCO2)c1ccco1	4.6%	-2.8%	0.7%
Cc1cccc(NC(=S)NNC(=O)c2ccc3c(c2)OCO3)c1	5.9%	-0.7%	-6.8%
O=C(Nc1ccc(N2CCCCC2)c(Cl)c1)c1ncn[nH]1	9.6%	5.4%	-0.7%
CC1=C(c2ccc(C)cc2)S(=O)(=O)N(Cc2ccc(C(=O)NCc3ccccc3)cc2)C1=O	/	-2.9%	2.8%
CC(=O)NC(Cc1cc(C)ccc1C)C(=O)N1CCN(C(=O)Nc2ccc(C(C)=O)cc2)CC1 (stereo not drawn)	4.1%	-2.1%	1.2%

Copied from the list:
Result for CCOC(=O)CCn1cnc2onc(-c3cc(OC)ccc3Cl)c2c1=O under FEN1 inh: -10.0%
Result for COc1ccc(Cn2c(=N)c(C(=O)NC3CCCCC3)cc3c(=O)n4ccccc4nc32)cc1 under N370S GC: -0.6%
Result for CCCCNC(=O)C(=O)N/N=C/c1ccc(OCC(=O)Nc2cccc(OC)c2)c(OC)c1 under N370S GC: 19.5%
Result for CC(=O)NC(Cc1cc(C)ccc1C)C(=O)N1CCN(C(=O)Nc2ccc(C(C)=O)cc2)CC1 (stereo not drawn) under GCN5L2 inh: 1.2%

Next results follow.
structure	N370S GC	FEN1 inh	GCN5L2 inh
C=CCN1C(=O)c2ccc(C(=O)OCC(=O)N(C)C3CCCCC3)cc2C1=O	5.4%	-10.7%	1.6%
COc1ccccc1CCNC(=O)Cn1ccc2cc(S(=O)(=O)N3CCCCCC3)ccc21	/	-13.5%	?
CC1(c2cccc(Br)c2)NC(=O)N(CC(=O)N2CCc3ccccc32)C1=O (stereo not drawn)	/	-8.1%	-6.3%
Cc1ccc(-n2c(O)c(/C=N/NC(=O)C3COc4ccccc4O3)c3ccccc3c2=O)cc1 (stereo not drawn)	-6.5%	-2.4%	-2.4%
CC(=O)Nc1ccc(NC(=O)C2CCCN2/C=C/C(=O)C(F)(F)F)cc1 (stereo not drawn)	?	4.7%	-2.9%
Cc1ccc(Cl)cc1NC(=O)C(C)n1nnc2sc3c(c2c1=O)CCCC3 (stereo not drawn)	/	6.2%	-3.3%
Clc1ccc(C2C3=C(Nc4ncnn42)c2ccccc2CC3)cc1 (stereo not drawn)	-12.8%	/	-4.6%
COc1cccc(/C=N/NC(=O)c2c(C)nc3ccc(Cl)cn23)c1OC	-1.6%	-12.5%	-2.7%
CCc1nn(CC(=O)NCCCN2CCN(C)CC2)c(=O)c2cc3occc3n12	-0.4%	-13.3%&4.0%	0.5%&-11.0%
CCC(C)(C)n1nnnc1C(c1ccc(C)cc1)N1CCSCC1 (stereo not drawn)	9.3%	-14.5%	18.3%

The list goes on.
structure	N370S GC	FEN1 inh	GCN5L2 inh
CCCS(=O)(=O)c1cscc1NC(=O)c1c(-c2c(F)cccc2Cl)noc1C	-1.8%	-13.8%	-3.0%
O=C(N/N=C/c1c[nH]c2ccccc12)c1ccncc1	8.1%	2.0%	0.0%
O=C1N/C(=C\c2nc3ccccc3s2)c2ccccc21	6.1%	/	-1.3%
O=C(CNS(=O)(=O)c1c(F)cc(F)cc1Br)OCC(=O)N1CCCC1=O	-6.0%	9.1%	-9.9%
O=C(c1cc2cc(Br)cc(Br)c2oc1=O)N1CCCC1	6.2%	2.2%	-8.8%
COc1ccc(CCN2C(=O)C(O)=C(C(C)=O)C2c2ccccc2OC)cc1OC (stereo not drawn)	5.1%	-14.7%	-8.4%
COC(=O)C(c1ccccc1)N(Cc1cccc(CN(C(C(=O)OC)c2ccccc2)S(C)(=O)=O)c1)S(C)(=O)=O (stereo not drawn)	-1.2%	-24.3%	-3.7%
C/C(=N/NC(=O)c1ccc2c(c1)OCO2)c1ccc(NC(=O)c2ccc(F)cc2)cc1	-0.9%	-8.8%	-2.5%
O=C(/C=C/c1c(Cl)nc2ccccn12)N1CCN(c2ccc(F)cc2)CC1	13.0%	-3.9%	-7.0%
C=CCN(C(=O)c1csnn1)C(C(=O)NC(C)(C)C)c1ccncc1 (stereo not drawn)	0.3%	-4.7%	2.2%

3 compounds out of the list, arranged by number of heavy atoms, ascending.
structure	N370S GC	FEN1 inh	GCN5L2 inh
C=CCN(C(=O)c1csnn1)C(C(=O)NC(C)(C)C)c1ccncc1 (stereo not drawn)	0.3%	-4.7%	2.2%
O=C(/C=C/c1c(Cl)nc2ccccn12)N1CCN(c2ccc(F)cc2)CC1	13.0%	-3.9%	-7.0%
COc1ccc(CCN2C(=O)C(O)=C(C(C)=O)C2c2ccccc2OC)cc1OC (stereo not drawn)	5.1%	-14.7%	-8.4%

(further entries)
structure	N370S GC	FEN1 inh	GCN5L2 inh
Cc1ccc(C(=O)OCC(=O)NC2CCCC2)cc1	1.1%	6.7%	0.0%
O=C1C(c2ccnc3ccccc23)=C(O)c2ccccc21	9.5%	9.7%	-0.6%
CCN1C(=O)c2ccccc2S(=O)(=O)c2ccc(C(=O)NCc3ccc(F)cc3)cc21	/	-6.4%	-10.4%
COc1ccc(-c2nc(-c3ccccc3)c(-c3cccs3)[nH]2)cc1OC	2.9%	?	-5.3%
CC1CCCCC1NC(=O)C1CCC(CNS(=O)(=O)c2cccc3cccnc23)CC1 (stereo not drawn)	-11.8%	-16.4%	-13.1%
CCN1CCN(c2ncc3c(n2)CCN(Cc2cc(Br)cs2)C3)CC1	/	-0.4%	3.3%
O=C(NC1CCCC1)C(c1ccncc1)N(C(=O)c1csnn1)c1ccccc1F (stereo not drawn)	-7.0%	-4.2%	-3.0%
O=C(Cn1cccc1C(=O)c1ccccc1)NCc1ccc(Cl)cc1	-2.7%	-11.7%&-4.6%	-1.2%&-1.0%
COc1ccc(NC(=O)C(CC(C)C)NS(=O)(=O)c2ccc3c(c2)CCN3C(C)=O)cc1OC (stereo not drawn)	-1.8%	2.5%	0.0%
CCOc1ccccc1CN1CCN(Cc2nc3ccccc3s2)CC1CCO (stereo not drawn)	1.8%	4.6%	-8.8%

Limited to N370S GC and GCN5L2 inh, for 7 of the compounds above:
SMILES,N370S GC,GCN5L2 inh
CC1=C(c2ccc(C)cc2)S(=O)(=O)N(Cc2ccc(C(=O)NCc3ccccc3)cc2)C1=O,/,2.8%
COc1ccc(NC(=O)C(CC(C)C)NS(=O)(=O)c2ccc3c(c2)CCN3C(C)=O)cc1OC (stereo not drawn),-1.8%,0.0%
CC(C)OCCCNC(=O)C1CC(=O)N(C2CCCCCCC2)C1 (stereo not drawn),6.8%,1.9%
O=C(NC1CCCC1)C(c1ccncc1)N(C(=O)c1csnn1)c1ccccc1F (stereo not drawn),-7.0%,-3.0%
CCOC(=O)CCn1cnc2onc(-c3cc(OC)ccc3Cl)c2c1=O,/,2.9%
O=C1N/C(=C\c2nc3ccccc3s2)c2ccccc21,6.1%,-1.3%
CC1(c2cccc(Br)c2)NC(=O)N(CC(=O)N2CCc3ccccc32)C1=O (stereo not drawn),/,-6.3%

(further entries)
structure	N370S GC	FEN1 inh	GCN5L2 inh
O=C(c1ccc(OC2CCN(Cc3ccc(F)cc3)CC2)cc1)N1CCCC1	-4.7%	12.8%	-0.9%
COc1ccc(-c2nnc(NC(=O)C3=COCCO3)o2)cc1	-5.4%	-1.5%	0.8%
CCOc1ccc(C(=O)N2CCN(c3ccccn3)CC2)cc1	-0.1%	0.7%	-4.6%
CCN(C(C)=O)c1nc(CSc2nnc(NC(C)C)s2)cs1	2.6%	0.3%	-3.2%
C#CCNc1ccc(C(=O)OCC)cc1	12.7%	-0.9%	-1.8%
Cc1ccc(S(=O)(=O)Cc2nc(-c3ccc(C(=O)NCc4ccccc4C)cc3)oc2C)cc1	/	-11.9%	-25.8%

From PubChem BioAssay
